High-throughput results deposited in PubChem BioAssay by several laboratories.
VCAM1 TNFa inh: inhibitors of TNFa-induced VCAM1 expression, primary screen, imaging, HUVEC, TNFa stimulus, immunofluorescence; 95,000 tested, 0.48% active; inhibition, % at 2 µM; AID 802, 2007; HUVEC TNFa-induced VCAM-1 immunofluorescence, high-content imaging;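 active = inhibition above the batch mean plus 3 SD, with images confirmed as a hit by eye, cut at about 37% in these data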;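 note: 0% = TNF-stimulated DMSO wells and 100% = unstimulated control wells; not every result past the cut was called active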
CYP2C9 act: human CYP2C9 activators, primary screen, biochemical, luminescence. 96,000 tested, 1.4% active. Cytochrome P450 2C9 (Homo sapiens), P11712. activation factor at 5 µM. recombinant CYP2C9, luciferin-H conversion; active compounds read high; factor 1 = untreated enzyme, 0 = blocked. AID 1024, 2008;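 active = activation factor of 2 or more for CYP2C9 at a 5 µM dose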;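 note: 0 = sulfaphenazole-blocked wells and 1 = vehicle-only wells; values of inactives mirror those of a sister screen read the other way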
Target sequence (P11712 whole entry, looked up): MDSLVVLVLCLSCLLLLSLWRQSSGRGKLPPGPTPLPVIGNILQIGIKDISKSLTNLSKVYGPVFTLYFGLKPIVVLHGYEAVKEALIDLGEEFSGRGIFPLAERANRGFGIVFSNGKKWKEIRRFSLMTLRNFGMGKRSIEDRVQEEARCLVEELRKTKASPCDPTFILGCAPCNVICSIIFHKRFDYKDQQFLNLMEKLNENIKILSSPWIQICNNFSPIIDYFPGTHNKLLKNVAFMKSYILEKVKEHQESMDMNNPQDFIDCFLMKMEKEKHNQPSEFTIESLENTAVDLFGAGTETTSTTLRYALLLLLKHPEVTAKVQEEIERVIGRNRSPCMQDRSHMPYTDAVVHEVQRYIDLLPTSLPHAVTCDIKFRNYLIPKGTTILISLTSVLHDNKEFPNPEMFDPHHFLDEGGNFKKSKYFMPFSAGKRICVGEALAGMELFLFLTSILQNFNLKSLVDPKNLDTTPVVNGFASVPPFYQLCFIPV
CYP2C19 act: human CYP2C19 activators, primary screen, biochemical, luminescence | Cytochrome P450 2C19 (Homo sapiens), P33261 | activation factor at 5 µM | AID 1025, 2008 | recombinant CYP2C19, luciferin-H EGE luminescence; active compounds read high; 0 = fully inhibited enzyme, 1 = untreated enzyme | 96,000 tested, under 10 active;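 active = activation factor of at least 2 at 5 µM in the primary screen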;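 note: 0 = wells with 2.5 mM tranylcypromine and 1 = vehicle-only wells; values of inactives mirror those of a sister screen read the other way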
Target sequence (P33261 whole entry, looked up): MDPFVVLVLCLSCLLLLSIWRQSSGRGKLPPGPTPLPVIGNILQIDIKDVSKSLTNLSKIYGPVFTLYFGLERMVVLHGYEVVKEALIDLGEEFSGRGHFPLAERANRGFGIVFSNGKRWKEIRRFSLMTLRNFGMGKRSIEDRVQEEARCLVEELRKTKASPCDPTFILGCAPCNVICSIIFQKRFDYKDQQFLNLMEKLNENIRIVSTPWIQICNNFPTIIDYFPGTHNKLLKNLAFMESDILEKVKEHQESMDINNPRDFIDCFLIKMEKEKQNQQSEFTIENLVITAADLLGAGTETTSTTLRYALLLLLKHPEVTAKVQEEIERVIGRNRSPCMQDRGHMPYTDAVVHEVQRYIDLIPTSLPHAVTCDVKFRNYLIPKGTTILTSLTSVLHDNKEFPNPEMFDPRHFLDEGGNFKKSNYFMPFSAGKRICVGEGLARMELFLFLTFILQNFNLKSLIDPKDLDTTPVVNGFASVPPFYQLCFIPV
CYP2C19 inhib: blockers of cytochrome P450 2C19 activity – biochemical, luminescence, ADME assay, primary screen | P33261 | CYP2C19 Supersomes, luciferin-H EGE luminescence, 30 min | inhibition, % at 5 µM | 96,000 tested, 21% active | AID 778, 2007;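 active = CYP2C19 inhibition above a set limit at 5 µM in the primary screen, cut at about 50% in these data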;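 note: plate controls were negative control wells for no effect and 2.5 mM tranylcypromine positive control for full effect; values of inactives mirror those of a sister screen read the other way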
TNFa cytotox: cytotoxicity in TNFa-stimulated HUVEC, primary screen, cytotoxicity control for VCAM1 expression modulator project, imaging, Hoechst nuclei count; HUVEC TNFalpha-stimulated, Hoechst cell count; cell count reduction, % at 2 µM; 93,000 tested, 0.17% active; AID 848, 2007;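 active = cell count reduction exceeding the screen mean by over 5 SD, scaled to untreated wells per plate, cut at about 78% in these data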;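 note: cells counted after 24 h of TNF alpha exposure following the 1 h pretreatment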
DAT uptake mod: changed hDAT dopamine uptake under cocaine IC80, either direction, primary screen, cocaine antagonist project, cell-based, LLC-PK1 hDAT, [14C]-dopamine uptake, MLSMR. LLC-PK1 hDAT cells, [14C]-dopamine uptake with cocaine IC80; actives deviate in either direction. B-score at 10 µM. 110,000 tested, 1.3% active;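 active = Z score or B-score, a plate-position-corrected score, falls beyond the plate's 99.7% confidence bounds, in either direction; inactive = both scores lie inside the 99.7% bounds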;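 note: scored against the spread of the other compound wells on the same plate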
HUVEC tox IL1B: cytotoxicity in IL-1B stimulated HUVEC, primary screen, cytotoxicity control for IL-1B NFkB translocation project, imaging, Hoechst nuclear count, IL-1B stimulus; HUVEC cell count loss; cell count reduction, % at 2 µM; 94,000 tested, 0.41% active;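 active = cell count reduction more than 3 SD above the screen-wide mean, cut at about 70% in these data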;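 note: normalized per plate to untreated control cells as the no-loss baseline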
CYP2C9 inh: blockers of cytochrome P450 2C9 activity – biochemical, luminescence, ADME assay, primary screen. CYP2C9 Supersomes, luciferin-H conversion. inhibition, % at 5 µM. 96,000 tested, 20% active. AID 777, 2007;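 active = blocking of liver enzyme CYP2C9 beyond about 50% at 5 µM, limit read from the data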; note: values of inactives mirror those of a sister screen read the other way
Candida biofilm: clotrimazole potentiators killing Candida biofilms, primary screen, with clotrimazole, Alamar Blue; C. albicans biofilm + clotrimazole; inhibition, % at 6 µM; 85,000 tested, 0.14% active; AID 834, 2007;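 active = inhibition above 20%; inactive = inhibition below 20%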;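 note: preformed 24 hr biofilms exposed to compound for 48 hr; 0% = biofilm without compound and 100% = blank killed by clotrimazole plus chlorhexidine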
Numbers without * were called inactive; x = not tested or not shown.

SMILES	VCAM1 TNFa inh	CYP2C9 act	CYP2C19 act	CYP2C19 inhib	TNFa cytotox	DAT uptake mod	HUVEC tox IL1B	CYP2C9 inh	Candida biofilm
O=C(Nc1ncnc2c1CCC2)C12CC3CC(CC(C3)C1)C2	9.8	0.9	0.9	5.9	-17.8	-0.439	-2.9	10.7	1.6
CC(C)CC(=O)c1c[nH]c(C(=O)NCc2cccs2)c1	8.4	0.8	0.9	11.0	x	0.0159	13.0	20.0	3.7
CCCNC(=O)CC1Sc2ccccc2NC1=O (stereo unspecified)	x	2.4*	0.7	29.9	x	0.335	-7.1	-136.1	4.9
O=C(OCC(=O)N1CCN(c2ccccc2)CC1)C1=COCCO1	-6.9	1	1	1.8	-30.3	0.198	-11.8	1.1	6.5
CC(=O)NCCn1c(SCc2cc(F)ccc2F)nc2ccccc2c1=O	0.1	0	0.2	76.2*	41.5	-1.34	-13.5	99.2*	-0.8
CC1(C)CC(=O)C2=C(C1)Oc1ncn3nc(-c4cccnc4)nc3c1C2c1ccccc1 (stereo unspecified)	x	0.8	1	3.6	x	x	x	15.2	4.5
CCOC(=O)C1CCN(C(=O)CC(NS(=O)(=O)c2ccc(OC)cc2)C(C)C)CC1 (stereo unspecified)	6.9	1	1	2.3	-11.2	0.0107	15.2	1.1	6.7
CC(C)CNc1cc(=O)n(C)c(=O)n1C	17.8	1	0.9	6.1	-2.9	0.54	-9.7	4.1	3.1
CCc1nn(-c2ccccc2)c2c1-c1cc(OC)c(OC)cc1C1(N2)C(=O)Nc2ccccc21 (stereo unspecified)	0.5	0.2	0.8	19.1	x	x	9.0	82.1*	5.9
O=C(Nc1ccc(N2CCCC(O)C2)cc1)c1snc2c(=O)[nH]cnc12 (stereo unspecified)	-0.1	0.8	1.1	-8.1	-21.1	-0.114	-2.0	22.9	x
COc1ccccc1NC(=O)Cn1c(CN2CCCCC2)nc2ccccc2c1=O	-22.0	0.7	0.5	47.2	42.0	2.24	9.0	31.8	0.1
CCOC(=O)C1CCCN(Cc2sccc2C)C1 (stereo unspecified)	6.8	1	0.5	48.5	-1.6	0.314	-0.9	3.9	-1.1
CCn1cc(C(=O)NCCC2=CCCCC2)c(=O)c2cc(S(=O)(=O)N(C)C)ccc21	1.5	x	x	x	9.3	0.0201	12.2	x	0.0
COc1ccc(C2=NOC(C(=O)NCc3cccs3)C2)cc1OC (stereo unspecified)	-11.5	1	0.9	12.1	6.3	0.157	0.8	1.5	-1.2
Cc1cccc(NC(=O)c2ccc(-n3cccn3)c([N+](=O)[O-])c2)c1	-17.1	1	0.8	21.6	-8.6	0.102	9.4	4.3	x
N#Cc1nc(-c2ccccc2F)oc1N1CCCC1	28.7	2.3*	0.5	50.0*	-18.1	-1.76	20.6	-127.3	-1.9
O=C(CSCc1ccccc1Cl)N1CCN(c2ccccn2)CC1	5.5	0.2	0.1	87.2*	-19.3	1.4	-4.1	85.0*	9.0
CCn1cc(C(=O)NCC2CCCO2)c2cc(OC)c(OC)cc2c1=O (stereo unspecified)	12.3	1	1.1	-5.9	-2.8	0.499	16.6	3.9	8.8
CSc1ncccc1C(=O)OCC(=O)NC(=O)NCCC(C)C	x	1.2	0.8	15.8	x	0.202	x	-22.3	-2.5
Oc1ccc2cccnc2c1	11.9	0.6	1	-2.9	-3.0	0.203	-4.2	38.3	7.6
COc1ccc(Cl)cc1NC(=O)COC(=O)CCNC(C)=O	x	1.9	0.8	18.0	x	-0.857	x	-93.6	14.2
CCCCN1C(=O)CC(C(=O)O)C1c1ccc(OC)cc1 (stereo unspecified)	-11.7	1	0.9	14.5	-2.9	0.0945	2.5	-0.3	x
Clc1cccc(-c2nc(NCc3cccnc3)c3ccccc3n2)c1	-1.2	0.6	1	3.6	0.6	0.127	-22.9	36.7	x
C=CCN=C1SCC(=O)N1S(=O)(=O)c1ccc(C)cc1	-11.5	1	0.9	12.5	-10.3	-1.06	-14.5	3.3	-1.7
C=CCn1c(NCCOC)nc2c1c(=O)n(C)c(=O)n2C	6.6	1	1.1	-9.6	-25.2	0.0693	11.4	3.6	4.5
NC(=O)c1c(NC(=O)COC(=O)CSc2nnc(-c3ccc(Cl)cc3)o2)sc2c1CCC2	-3.4	0.2	0.7	27.8	-14.6	0.406	-9.6	79.1*	9.0
CSCCC(NC(=O)c1ccc(Cl)cc1)C(=O)NC(C)(C)C (stereo unspecified)	-0.1	0.4	0.6	44.5	-10.1	0.0217	2.4	62.3*	x
COc1ccc(OC)c(N2C(=O)C(Cl)=C(N3CCOCC3)C2=O)c1	-7.4	0.8	0.4	59.5*	-7.1	-0.718	-9.6	21.8	1.2
COc1cccc(NC(=O)c2oc3ccccc3c2NC(=O)C(C)(C)C)c1	-21.8	0.2	0.9	8.5	-20.8	-0.28	-76.3	80.6*	-0.2
CCOC(=O)C1=C(O)/C(=C\c2ccc(OC)c(OC)c2)N=C1C	4.3	1.2	1.1	-12.9	-17.2	-0.086	-3.9	-18.9	9.0
Cc1ccc(OCc2ccc(C(=O)Nc3c(C)nn(Cc4c(F)c(F)c(F)c(F)c4F)c3C)o2)c([N+](=O)[O-])c1	26.4	0.4	0.4	57.1*	-7.9	0.0757	-0.8	56.8*	x
COCCNC(=O)c1onc(CSc2ccc(Cl)cc2)c1C(=O)O	-11.1	0.8	0.6	43.2	-5.6	-0.636	14.3	22.8	x
COc1ccc(-c2noc(C3CCCN(S(=O)(=O)c4cccc(Cl)c4)C3)n2)cc1OC (stereo unspecified)	1.4	0.1	0.1	94.3*	-0.9	1.64	-4.2	86.8*	5.1
O=C(NCC1CCCO1)Nc1ccccc1 (stereo unspecified)	-5.1	1.1	1	3.2	-8.9	-0.6	-32.1	-8.6	1.4
COc1cc(C(=O)Nc2ccncc2)cc(OC)c1OC	9.5	0.1	0	98.3*	-18.5	1.25	-14.5	85.9*	6.1
O=S1(=O)CC(NCc2ccccc2)C(Nc2ccccc2)C1 (stereo unspecified)	-24.2	0.6	0.1	85.9*	-33.3	-0.419	3.1	36.9	5.0
N#Cc1cc(-c2ccc(Cl)cc2)cn(Cc2c(Cl)cccc2Cl)c1=O	x	0.7	0.7	30.8	x	-0.574	x	28.7	x
CC(C)OP(=O)(c1ccc(N(C)C)cc1)C(O)c1c(Cl)cccc1Cl (stereo unspecified)	10.8	0.4	0.2	80.9*	-21.5	0.0546	-80.8	55.1*	-1.1
O=C(NCc1ccccc1)NC1(C(=O)N2CCN3CCCC3C2)CCCCC1 (stereo unspecified)	1.3	x	x	x	-3.9	0.624	35.7	x	6.6
COc1cccc(OC(C)c2ccnc3nc(/N=C/N(C)C)nn23)c1 (stereo unspecified)	0.4	0.9	0.9	6.7	15.1	0.728	-18.2	11.6	x
Cc1ccc(Nc2cc(-n3cccn3)ncn2)c(C)c1	1.3	0.7	0.4	60.7*	1.5	1.28	8.4	33.1	0.4
COc1ccccc1NC(=O)CCC(=O)O	1.3	0.4	0.9	13.5	5.4	-0.313	-24.3	55.6*	8.4
CN1C(=O)N(C)C2C1N(C)S(=O)(=O)N2C (stereo unspecified)	5.4	1	1	-1.4	-2.2	-0.661	-17.5	1.9	11.1
Cc1ccc(N(c2ncnc(N)c2[N+](=O)[O-])C2CCCCC2)cc1	15.8	0.6	0.9	7.2	-35.7	-0.967	-13.6	43.0	x
CCCC(=O)Nc1ccc(NC(=O)c2cccs2)cn1	6.6	0.9	1.1	-7.0	1.8	0.439	-49.1	10.5	7.2
O=C(c1cccs1)N1CCN(S(=O)(=O)N2CCOCC2)CC1	-29.0	1.1	0.4	58.5*	-4.6	1.56	23.8	-9.1	2.1
C/C(=N\NC(=O)c1cc(C2CC2)nc2ccccc12)c1ccc(C)s1	22.7	0.7	0.9	9.8	-11.1	0.0285	15.7	28.5	x
C=C(Cl)COc1ccc2c(CC)cc(=O)oc2c1	-9.8	0.7	0.7	29.7	10.7	-0.361	7.1	30.7	9.0
N/C(=N\OC(=O)C1CCCCC1)c1cccc([N+](=O)[O-])c1	12.6	0.8	0.9	5.1	-9.8	0.747	0.0	18.3	x
O=C(COc1ccccc1)NCC(c1cccs1)N1CCOCC1 (stereo unspecified)	11.1	x	x	x	-10.9	-0.368	-24.8	x	5.0

New compounds follow:
SMILES	VCAM1 TNFa inh	CYP2C9 act	CYP2C19 act	CYP2C19 inhib	TNFa cytotox	DAT uptake mod	HUVEC tox IL1B	CYP2C9 inh	Candida biofilm
Cc1cc(C)c(OCC(=O)Nc2cccc(O)c2)cc1C	-30.0	0.7	0.3	75.0*	-42.2	-1.32	-23.0	34.8	-4.1
COC(=O)c1ccc(COC(=O)c2ccc(CS(=O)(=O)c3ccc(C)cc3)cc2)cc1	19.4	0.6	1	0.4	-3.1	0.836	-4.6	43.4	3.5
Cn1cc(Cl)c(C(=O)NC2CCCCCC2)n1	10.2	1.3	0.3	67.4*	-8.6	0.305	-32.5	-34.0	2.2
COc1cccc(NC(=O)C2CC(=O)n3cnnc3S2)c1 (stereo unspecified)	-3.4	1	0.9	7.0	-1.3	-0.294	-49.6	1.9	-3.2
Cc1cc2cc(CN(Cc3ccc4c(c3)OCO4)C(=O)c3cnccn3)c3nnnn3c2cc1C	1.0	0.4	0.4	60.6*	-20.6	2.37	7.5	63.2*	-2.3
Cc1ccc(-c2nnc(SCC(=O)Nc3ccc4c(c3)oc3ccccc34)n2C)c(Cl)c1	24.1	0.4	0.8	23.7	1.4	-0.0475	13.1	59.0*	-3.8
Nc1nonc1-c1noc(N2CCCCC2)n1	x	0.9	0.9	7.6	x	0.177	x	12.5	2.3
CCOC(=O)c1c(N)sn(-c2ccccc2C)c1=S	-1.2	0.4	0.7	28.4	-34.2	-0.083	-4.5	61.5*	4.7
Cc1cc(Nc2cnc3ccccc3n2)n(-c2ccccc2)n1	9.0	0.3	0.3	69.0*	-1.8	0.411	-3.8	72.5*	12.5
Cn1c(=O)c2c(nc(-n3ccnc3)n2Cc2ccc([N+](=O)[O-])cc2)n(C)c1=O	3.7	1.1	1	4.1	0.0	0.477	19.1	-7.6	x
COc1ccc(-c2noc(CSc3ccc(C)cc3)n2)cc1	25.6	0.5	0.2	78.6*	-8.0	0.441	-5.3	52.3*	4.3
NC(=O)CCS(=O)(=O)CCN1CCCCC1	-5.0	1	0.9	6.7	-2.1	-0.221	-70.9	-1.7	-1.7
